# AGP1 TOR yeast – modulators of AGP1-GFP expression in yeast TOR pathway, primary screen, cell-based, multiplex flow cytometry, S. cerevisiae, MLPCN library; 3 h; GFP as percent of DMSO wells; GFP response vs DMSO, % at 10 µM; 0.02% of 320,000 active; AID 2066, 2009;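 active = GFP response relative to DMSO above a set limit, near screen average plus 3 SD, cut at about 150% in these data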;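 note: median GFP channel fluorescence of the gated AGP1 strain per well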
# LAP4-GFP MLPCN – modulators of LAP4-GFP expression in yeast, primary screen, S. cerevisiae, multiplex flow cytometry, MLPCN library; GFP response vs DMSO, % at 10 µM; 3 h; median GFP as percent of DMSO wells; AID 2023, 2009; 0.34% of 320,000 active;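 active = GFP response vs DMSO above a set limit, about the screen mean plus 3 SD, cut at about 150% in these data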
# MEP2 TOR yeast – modulators of MEP2-GFP levels in yeast, primary screen, S. cerevisiae, multiplex flow cytometry, MLPCN library; S. cerevisiae MEP2-GFP strain, 3 h; 100% = DMSO control level; GFP response vs DMSO, % at 10 µM; 0.51% of 330,000 active; AID 2016, 2009;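 active = GFP response versus DMSO above a set limit, roughly screen mean plus 3 SD, cut at about 180% in these data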;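 note: median GFP fluorescence of the barcode-gated MEP2-GFP cells per well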
# AHR act – AHR activators, primary screen, cell-based, luminescence, luciferase reporter, human. AHR-responsive luciferase reporter cells. activation, % at 5 µM. 2.5% of 320,000 active; in the data active = activation above about 47%;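 note: 0% = vehicle wells and 100% = reference agonist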
# Target sequence (P35869 whole entry, looked up): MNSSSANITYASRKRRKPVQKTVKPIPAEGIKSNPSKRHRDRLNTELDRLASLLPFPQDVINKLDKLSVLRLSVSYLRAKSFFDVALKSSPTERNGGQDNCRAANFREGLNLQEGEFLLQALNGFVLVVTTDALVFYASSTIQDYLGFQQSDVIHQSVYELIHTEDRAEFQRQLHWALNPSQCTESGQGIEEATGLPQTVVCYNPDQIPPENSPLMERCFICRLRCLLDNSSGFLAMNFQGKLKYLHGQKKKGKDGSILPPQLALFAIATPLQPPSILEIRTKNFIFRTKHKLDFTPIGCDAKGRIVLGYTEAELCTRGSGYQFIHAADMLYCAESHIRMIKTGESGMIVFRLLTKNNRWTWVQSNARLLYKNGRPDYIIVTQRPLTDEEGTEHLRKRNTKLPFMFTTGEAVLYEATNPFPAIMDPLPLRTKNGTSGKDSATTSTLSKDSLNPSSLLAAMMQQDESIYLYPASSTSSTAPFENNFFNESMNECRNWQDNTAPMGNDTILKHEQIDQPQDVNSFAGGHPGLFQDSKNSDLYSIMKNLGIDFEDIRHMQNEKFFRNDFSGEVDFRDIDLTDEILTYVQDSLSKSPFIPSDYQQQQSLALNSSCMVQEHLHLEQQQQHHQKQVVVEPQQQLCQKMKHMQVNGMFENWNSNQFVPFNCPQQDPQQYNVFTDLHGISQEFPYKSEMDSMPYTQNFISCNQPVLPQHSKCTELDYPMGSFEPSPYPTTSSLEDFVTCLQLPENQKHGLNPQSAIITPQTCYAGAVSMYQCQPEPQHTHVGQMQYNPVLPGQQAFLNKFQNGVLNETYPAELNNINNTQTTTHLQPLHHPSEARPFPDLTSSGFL
# CIT2-GFP yeast – modulators of CIT2-GFP expression in yeast, primary screen, S. cerevisiae, GFP fusion, multiplex flow cytometry, MLPCN library | S. cerevisiae CIT2-GFP strain, 3 h; 100 means same as DMSO wells | GFP response vs DMSO, % at 10 µM | 0.065% of 320,000 active | AID 2029, 2009;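 active = GFP response relative to DMSO above a set limit, near the screen mean plus 3 SD, cut at about 150% in these data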;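 note: ratio of well median GFP fluorescence to mean of DMSO wells on the plate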
# Yeast superoxide – reduction of superoxide in aged yeast, primary screen, HTS; AID 2690, 2010; 0.18% of 330,000 active; superoxide response (% of plate mean), % at 10 µM; S. cerevisiae aged cells, superoxide DHE fluorescence; stronger effect = lower value;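 active = superoxide response under a set limit, about three screen SD below normal, cut at about 65% in these data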;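 note: yeast aged for seven days with compound at 30 °C before DHE staining; 100% = average MFI of all compound-treated wells on the plate with controls excluded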
# RPL19A-GFP yeast – RPL19A-GFP expression modulators in yeast, primary screen, cell-based, S. cerevisiae, multiplex flow cytometry, MLPCN; S. cerevisiae RPL19A-GFP strain, 3 h; stronger effect = lower value; percent response vs DMSO, % at 10 µM; 0.3% of 330,000 active; AID 2025, 2009;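 active = percent response vs DMSO below 50%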;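 note: median channel GFP fluorescence of the barcoded RPL19A-GFP strain; ratio of sample median GFP to plate DMSO average so 100% = DMSO; lower means less RPL19A-GFP as with rapamycin TOR inhibition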
# Efflux pump inh – inhibitors of Candida efflux pumps in yeast, primary screen, S. cerevisiae, Nile Red, multiplex. AID 485275, 2010. inhibition, % at 10 µM. S. cerevisiae Candida pump triplex. 0.44% of 330,000 active;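 active = plate passing quality check with inhibition over a set limit, or well fluorescence over plate mean plus 4 SD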;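 note: Nile Red retained in pooled yeast measured as flow cytometry median fluorescence; 0% = buffer negative control and 100% = Enniatin B positive control; higher means more Nile Red kept so more efflux inhibition; some compounds called inactive have numbers as strong as hits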
# Active calls of the source: *; i = inactive; x = not tested or not shown.
SMILES,AGP1 TOR yeast,LAP4-GFP MLPCN,MEP2 TOR yeast,AHR act,CIT2-GFP yeast,Yeast superoxide,RPL19A-GFP yeast,Efflux pump inh
CCOc1ccc(NC(=O)Cc2ccccc2)c([N+](=O)[O-])c1,85,102,96,5,88,115,99,0.3
CCCC(=O)N1CCN(c2nc3ccc(Br)cc3s2)CC1,94,106,97,-5,93,115,98,0.5
O=C(COC(=O)/C=C/c1ccc(Cl)c(Cl)c1)NC1CCCC1,98,107,102,0,95,88,102,0.0
Cc1noc(C)c1COC(=O)COc1ccc2c(C)cc(=O)oc2c1,107,x,102,0,97,99,107,0.0
O=C(N/N=C/c1ccc(O)c([N+](=O)[O-])c1)C1CC1(c1ccccc1)c1ccccc1 (configuration not stated),100,99,103,12,103,115,102,0.0
CCC(=O)NC(c1ccco1)c1cc(Cl)c2ccccc2c1O (configuration not stated),103,102,87,13,94,103,95,-0.3
CC(C)CCNC(=O)CCc1nnc2n(CCCOC(C)C)c(=O)c3ccccc3n12,99,95,95,0,100,101,105,-0.3
COc1ccc(N2CC(C(=O)Nc3nnc(SCC(=O)NC(C)(C)C)s3)CC2=O)cc1 (configuration not stated),98,101,98,0,97,106,91,0.1
C/C(=N\NC(=O)c1ccc(CN2CCOCC2)cc1)c1cccc([N+](=O)[O-])c1,83,86,108,4,86,106,104,0.2
COc1ccc(NC(=O)c2cccc(NC3=NC4CS(=O)(=O)CC4S3)c2)cc1Cl (configuration not stated),94,96,98,0,90,140,94,0.1
O=c1ncn(-c2ccccc2F)c2ncccc12,99,102,97,2,106,95,104,-0.1
COC(=O)c1cc(=O)n2c(-c3ccc(OC)cc3)csc2n1,108,112,110,-1,118,104,104,0.1
COc1ccc(C(=O)N2CCC(n3nccc3NC(=O)C3CC3)CC2)c(OC)c1OC,98,101,98,0,97,96,97,0.1
Cn1c(SCc2ccc(C#N)cc2)nnc1-c1cccc(Cl)c1,97,104,103,-6,95,101,98,0.0
CCN(CC(=O)Nc1ccc(OC)cc1)C(=O)c1cc(-c2cccs2)nn1-c1ccccc1,106,109,93,-2,90,95,96,-0.2
CC1=CC2=NC(=O)/C(=C\c3cc(C)n(-c4ccccc4F)c3C)C(=N)N2O1,102,98,104,22,108,111,103,-0.1
CC(C)CNC(=O)c1ccc(Cl)c(NC(=O)COc2ccccc2)c1,102,107,97,0,96,113,98,-0.1
Cc1ccc(N2C(=O)Nc3ccccc3C2(O)C(=O)N2CCN(c3ccccn3)CC2)cc1C (configuration not stated),109,108,103,5,107,91,99,-0.1
COc1ccc(/C=N/Nc2ncnc(Cl)c2N)cc1OC,87,81,90,38,93,83,93,-0.2
CCc1cc(SC#N)cc(C)c1NC(=O)CCl,92,98,96,4,90,113,96,0.0
Cc1cccc(OCCN2C(=O)C(=O)c3cccc(C)c32)c1,95,92,93,4,102,97,99,-0.1
CC(C)c1ccc2oc(=O)cc(CN3CCN(Cc4ccccc4)CC3)c2c1,102,x,100,6,98,90,95,-0.1
COc1ccc(-n2ncc3c(SCC(=O)NNC(C)=O)ncnc32)cc1,102,94,106,25,100,96,103,0.1
Cc1ccc2nc(N3C(=O)C(O)=C(C(=O)c4cc5ccccc5o4)C3c3cccs3)sc2c1 (configuration not stated),25,104,192*,35,93,107,75,0.0
O=C(N/N=C1\CCCc2ccccc21)c1ccc([N+](=O)[O-])cc1,95,99,99,7,86,92,99,0.0
CC(=O)NC(Cc1ccc(F)c(F)c1)C(=O)NC1CCN(c2c(Cc3ccccc3)c(C)nc3ncnn23)CC1 (configuration not stated),103,97,103,2,99,96,102,0.0
O=C1CC(=O)Nc2cc(S(=O)(=O)N3CCOc4ccccc43)ccc2N1,102,94,96,-2,96,116,103,0.0
CCS(=O)(=O)N1CCN(c2ccc(Cl)cc2[N+](=O)[O-])CC1,100,101,102,-3,93,101,100,-0.1
O=C(NCCN1C(=O)S/C(=C/c2ccccc2)C1=O)C1CCCN1C(=O)c1cccs1 (configuration not stated),99,91,100,2,100,95,101,-0.1
COC(=O)Cn1c(O)c(N=NC(=O)CNC(=O)c2ccncc2)c2ccccc21,108,97,109,4,108,91,106,-0.1
CS(=O)(=O)c1ccc(C(=O)NCc2ccccc2F)cc1,99,105,103,0,104,111,109,0.1
CC[C@H]1OC(=O)C[C@@H](O)[C@H](C)[C@@H](O[C@@H]2O[C@H](C)C[C@H](N(C)C)[C@H]2O)[C@@H](CC=O)C[C@@H](C)C(=O)C=C[C@]2(C)O[C@H]2[C@@H]1C,97,108,95,-2,99,96,101,-0.1
COc1cccc(-n2c(C)nnc2SCC(=O)Nc2ccccc2N2CCOCC2)c1,102,107,100,2,x,i,100,0.0
O=C(Cc1ccccc1)Nc1cc([N+](=O)[O-])ccc1N1CCOCC1,94,93,105,3,93,120,102,0.1
CCOc1ccccc1N(CC(=O)Nc1cc(OC)ccc1OC)S(=O)(=O)c1ccccc1,103,93,104,x,101,109,101,0.2
COCCn1c(SCC(=O)Nc2ccc(OC)cc2)nc2c(oc3ccccc32)c1=O,100,88,100,-1,100,96,105,-0.1
CCCCN(CCCC)C(=O)CSc1nnc(-c2cc(OC)c(OC)c(OC)c2)o1,95,99,96,4,91,97,95,0.3
O=C(NCc1cccs1)C1CCN(C(=O)NCc2ccccc2)CC1,98,92,98,1,104,97,100,-0.1
O=C(O)c1ccc(S(=O)(=O)NCC2CCCO2)cc1 (configuration not stated),88,85,90,-1,90,96,97,0.0
C=CCn1c(SCC(=O)N2CCc3ccccc3C2)nc2sc(C)cc2c1=O,97,111,105,2,98,104,97,0.1

# 3 compounds out of the list, sorted by number of heavy atoms, smallest number first.
SMILES,AGP1 TOR yeast,LAP4-GFP MLPCN,MEP2 TOR yeast,AHR act,CIT2-GFP yeast,Yeast superoxide,RPL19A-GFP yeast,Efflux pump inh
CCS(=O)(=O)N1CCN(c2ccc(Cl)cc2[N+](=O)[O-])CC1,100,101,102,-3,93,101,100,-0.1
Cc1cccc(OCCN2C(=O)C(=O)c3cccc(C)c32)c1,95,92,93,4,102,97,99,-0.1
COC(=O)Cn1c(O)c(N=NC(=O)CNC(=O)c2ccncc2)c2ccccc21,108,97,109,4,108,91,106,-0.1

# Next structures follow:
SMILES,AGP1 TOR yeast,LAP4-GFP MLPCN,MEP2 TOR yeast,AHR act,CIT2-GFP yeast,Yeast superoxide,RPL19A-GFP yeast,Efflux pump inh
CNc1nc(Cl)c(SC)c(NCc2ccc(F)cc2)n1,103,99,104,3,98,90,102,-0.3
c1ccc2c(Nc3ccc(N4CCOCC4)cc3)nc(N3CCOCC3)nc2c1,103,99,104,72*,102,91,101,-0.2
Cn1c(SCC(=O)N2CCCC2)nc2cccnc21,99,96,102,1,102,115,99,0.1
CC(=O)N1CCCc2cc(S(=O)(=O)N3CCCC(C(=O)Nc4cc(C)ccc4C)C3)ccc21 (configuration not stated),108,98,107,0,102,114,102,-0.2
CCN(CC)CCCNC(=O)Cn1cnc2sc(C)c(S(=O)(=O)N3CCC(C)CC3)c2c1=O,93,78,94,0,88,103,93,0.3
COc1ccc(CN2C(=O)c3ccccc3C2C(=O)NCc2cccnc2)c(OC)c1 (configuration not stated),100,98,100,-2,104,103,x,0.1
CC(=O)Nc1ccc(OC(=O)c2ccco2)cc1,101,98,96,-1,100,79,93,-0.1
CC(=O)N/C(=C/c1ccccc1)C(=O)NC(Cc1ccccc1)C(=O)O (configuration not stated),103,86,98,0,113,118,107,-0.2
COc1ccccc1CN1CC(C(=O)NCc2ccc(C)c(F)c2)CCC1=O (configuration not stated),100,112,100,1,102,97,97,0.0
Clc1ccccc1/C=C/C=N/Nc1nc(N2CCOCC2)nc(N2CCOCC2)n1,92,114,94,4,82,79,92,0.2
CC1CCCC(C)N1C(=O)COC(=O)C(Cc1ccccc1)NC(=O)c1cccs1 (configuration not stated),106,101,109,5,101,95,103,0.2
O=C(Cn1c(=O)n(CCC(=O)N2CCCCC2)c(=O)c2sccc21)NCc1ccccc1,90,86,91,2,99,91,92,0.0

# With a hit mark in AHR act, among the entries above:
SMILES	AGP1 TOR yeast	LAP4-GFP MLPCN	MEP2 TOR yeast	AHR act	CIT2-GFP yeast	RPL19A-GFP yeast	Efflux pump inh
c1ccc2c(Nc3ccc(N4CCOCC4)cc3)nc(N3CCOCC3)nc2c1	103	99	104	72*	102	101	-0.2

# One compound at a time, as listed above. Order of screens: AGP1 TOR yeast | LAP4-GFP MLPCN | MEP2 TOR yeast | AHR act | CIT2-GFP yeast | Yeast superoxide | RPL19A-GFP yeast | Efflux pump inh
# COc1ccccc1CN1CC(C(=O)NCc2ccc(C)c(F)c2)CCC1=O (configuration not stated) across the screens: 100 | 112 | 100 | 1 | 102 | 97 | 97 | 0.0
# COc1ccc(CN2C(=O)c3ccccc3C2C(=O)NCc2cccnc2)c(OC)c1 (configuration not stated) across the screens: 100 | 98 | 100 | -2 | 104 | 103 | x | 0.1

# Copied from the list.
# Result of CC(=O)N1CCCc2cc(S(=O)(=O)N3CCCC(C(=O)Nc4cc(C)ccc4C)C3)ccc21 (configuration not stated) under CIT2-GFP yeast: 102
# Result of CC1CCCC(C)N1C(=O)COC(=O)C(Cc1ccccc1)NC(=O)c1cccs1 (configuration not stated) under LAP4-GFP MLPCN: 101
# Result of Clc1ccccc1/C=C/C=N/Nc1nc(N2CCOCC2)nc(N2CCOCC2)n1 under MEP2 TOR yeast: 94
# Result of COc1ccccc1CN1CC(C(=O)NCc2ccc(C)c(F)c2)CCC1=O (configuration not stated) under CIT2-GFP yeast: 102
# Result of CC(=O)Nc1ccc(OC(=O)c2ccco2)cc1 under Efflux pump inh: -0.1
# Result of COc1ccc(CN2C(=O)c3ccccc3C2C(=O)NCc2cccnc2)c(OC)c1 (configuration not stated) under AHR act: -2
